TPT1 inhibitor = C. albicans TPT1 enzyme inhibition | inhibition, % at 5 µM | 300,000 tested, 0.81% active | recombinant caTPT1, FP RNA substrate dephosphorylation;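 active = inhibition above the mean of all tested compounds plus 3 SD, set per screening campaign, cut at about 24% in these data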;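 note: plate controls were DMSO alone for no effect and ferristatin control at 100 nM for full effect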
PAFAH2 FP inh = PAFAH2 (human) inhibition. inhibition, % at 3.39 µM. recombinant PAFAH2, FP-rhodamine activity probe, fluorescence polarization. Q99487. 340,000 tested, 0.99% active;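 active = inhibition above the mean over all tested compounds plus 3 SD, cut at about 30% in these data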;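 note: inhibitors block probe labeling of enzyme so polarization drops; 0% = enzyme with DMSO and 100% = wells lacking PAFAH2 protein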
procasp7 counter = activates human procaspase-7, counter-screen for procaspase-3 activators. P55210. recombinant procaspase-7, Ac-DEVD-pNA absorbance 405 nm; D23A/D198A/D206A triple mutant, cannot self-cleave; scale: DMSO 0, 5 µM enzyme 100. activation, % at 8.5 µM. 330,000 tested, 0.093% active. AID 463210;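 active = percent activation above the screen-wide mean plus 3 SD, cut at about 25% in these data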
Target sequence (P55210 whole entry D23A/D198A/D206A): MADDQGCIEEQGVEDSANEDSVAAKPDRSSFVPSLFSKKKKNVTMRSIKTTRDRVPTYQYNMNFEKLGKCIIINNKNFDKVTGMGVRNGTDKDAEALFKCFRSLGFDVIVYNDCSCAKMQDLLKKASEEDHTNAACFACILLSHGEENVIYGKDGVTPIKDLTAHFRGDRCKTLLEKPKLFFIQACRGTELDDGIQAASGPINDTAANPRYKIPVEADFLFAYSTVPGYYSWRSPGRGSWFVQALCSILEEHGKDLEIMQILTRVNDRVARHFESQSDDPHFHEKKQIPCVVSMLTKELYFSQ
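System: Procaspase-7 triple mutant (PC-7 D3A); measure: % activation from two-timepoint absorbance difference, scaled to controls; times: 1 h compound preincubation, 2 h substrate cleavage, 25 °C; also added: Ac-DEVD-pNA substrate, 400 µM as added; measured by: Epi-absorbance of released pNA at 405 nm, two timepoints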
PP1 inh = counter-screen for PP5 inhibitors: inhibitors of human PP1-alpha; purified PP1alpha, OMFP fluorescence; inhibition, % at 6.7 µM; 320,000 tested, 0.9% active;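 active = inhibition above the mean inhibition of all tested compounds plus 3 SD, computed separately for each screening campaign, cut at about 15% in these data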
AHR act = activators of human aryl hydrocarbon receptor | P35869 | activation, % at 5 µM | AHR-responsive luciferase reporter cells, luminescence | 320,000 tested, 2.5% active; in the data active = activation above about 47%;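 note: 0% = vehicle wells and 100% = reference agonist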
Fh CTSL1 inh = cathepsin L1 inhibition, PFM18AAP counter-screen | recombinant F. hepatica cathepsin L1, Z-Leu-Arg-MCA fluorescence | inhibition, % at 5.96 µM | 300,000 tested, 0.49% active;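 active = inhibition above the mean of all tested compounds plus 3 SD, set per screening campaign, cut at about 17% in these data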;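 note: 0% = plate median of test compound wells and 100% = 1 µM Z-Phe-Ala-diazomethylketone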
core dimer inh = blocks dimerization of HCV core protein; TR-FRET GST/Flag-core106 dimerization, 1536-well; inhibition, % at 5 µM; 300,000 tested, 0.33% active; AID 1899;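 active = inhibition above the mean of all tested compounds plus 3 SD, set per screening campaign, cut at about 45% in these data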
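System – GST-tagged and Flag-tagged HCV core protein residues 1-106 · Repeats – one well for each compound · Technique – TR-FRET 671 and 617 nm emission · Doses – one concentration, 5 µM, in 0.5% DMSO · Times – 4 h, 22.5 °C incubation · Also added – Eu donor and XL665 acceptor anti-tag antibodies · Measure – percent inhibition of core106 dimerization signal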
PP5 inh = PP5 (human) phosphatase inhibition | P53041 | inhibition, % at 6.7 µM | 320,000 tested, 0.18% active | purified PP5c, OMFP substrate fluorescence | AID 1987;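 active = inhibition above the campaign's mean inhibition across all tested compounds plus 3 SD, cut at about 9.5% in these data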;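 note: 0% = DMSO only and 100% = 100 µM cantharidin control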
Target sequence (P53041 whole entry, looked up): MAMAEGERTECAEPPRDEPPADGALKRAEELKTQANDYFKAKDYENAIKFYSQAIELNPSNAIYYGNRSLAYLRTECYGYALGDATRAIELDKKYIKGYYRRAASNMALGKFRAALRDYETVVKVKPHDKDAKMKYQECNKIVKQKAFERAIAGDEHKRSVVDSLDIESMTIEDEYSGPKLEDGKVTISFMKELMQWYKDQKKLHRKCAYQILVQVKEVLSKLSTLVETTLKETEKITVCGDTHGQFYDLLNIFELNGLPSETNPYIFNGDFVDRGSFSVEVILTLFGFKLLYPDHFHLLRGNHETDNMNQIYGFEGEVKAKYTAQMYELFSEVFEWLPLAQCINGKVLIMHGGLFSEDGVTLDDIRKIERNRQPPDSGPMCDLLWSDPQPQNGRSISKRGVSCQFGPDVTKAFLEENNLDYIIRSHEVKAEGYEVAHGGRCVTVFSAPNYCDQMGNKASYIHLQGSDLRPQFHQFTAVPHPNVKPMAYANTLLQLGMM
procasp3 activ = activates human procaspase-3; P42574; recombinant procaspase-3 D3A, Ac-DEVD-pNA absorbance 405 nm; activation, % at 8.5 µM; 330,000 tested, 0.11% active;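 active = activation above the mean of all tested compounds plus 3 SD, cut at about 21% in these data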;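 note: 0% = DMSO alone and 100% = DMSO wells spiked with extra 5 µM PC-3 D3A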
Target sequence (P42574 whole entry D9A/D28A/D175A): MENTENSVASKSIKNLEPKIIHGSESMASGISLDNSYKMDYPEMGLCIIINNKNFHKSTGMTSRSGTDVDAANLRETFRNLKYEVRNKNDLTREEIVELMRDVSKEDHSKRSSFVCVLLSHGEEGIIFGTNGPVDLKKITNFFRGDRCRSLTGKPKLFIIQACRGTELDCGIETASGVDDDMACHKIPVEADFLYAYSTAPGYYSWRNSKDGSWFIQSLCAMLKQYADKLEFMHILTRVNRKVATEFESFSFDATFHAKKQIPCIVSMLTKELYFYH
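assay system = Procaspase-3 D3A mutant | signal = absorbance at 405 nm, 0 and 120 min | times = 1 h preincubation plus 2 h reaction at 25 °C | repeats = single replicate | read-out = % activation between DMSO and enzyme-spiked controls | medium = Zinc-free HEPES saline buffer with Triton X-100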
An asterisk follows results filed as active.

Results for Cc1c(O)cc2c(c1O)C(=O)CC(c1ccc(O)cc1)O2 (configuration not stated) ?
TPT1 inhibitor: 4; PAFAH2 FP inh: 5; procasp7 counter: 8; PP1 inh: 8; AHR act: 23; Fh CTSL1 inh: 0; core dimer inh: 44; PP5 inh: 2.5; procasp3 activ: 10

Results for COc1ccc(C(=O)CSc2nnc(-c3cc(C)on3)o2)cc1 ?
TPT1 inhibitor: 2; PAFAH2 FP inh: -8; procasp7 counter: 0; PP1 inh: -1; AHR act: -1; Fh CTSL1 inh: -1; core dimer inh: 29; PP5 inh: 1.9; procasp3 activ: -2

What do the screens show for `CCC(C)(C)n1nnnc1C(c1cccnc1)N1CCC(Cc2ccccc2)CC1` (configuration not stated)?
TPT1 inhibitor: 1; PAFAH2 FP inh: -1; procasp7 counter: 8; PP1 inh: -3; AHR act: 0; Fh CTSL1 inh: -3; core dimer inh: -3; PP5 inh: 0.2; procasp3 activ: 1

How did Cc1cc(NC(=O)CSc2n[nH]c(-c3cccs3)n2)no1 do in these assays?
TPT1 inhibitor: -1; PAFAH2 FP inh: -2; procasp7 counter: 5; PP1 inh: 4; AHR act: 13; Fh CTSL1 inh: 1; core dimer inh: -2; PP5 inh: 3.5; procasp3 activ: -4

How did COc1ccc(C(=O)N/C(=C\c2ccccc2)C(=O)NCCCn2ccnc2)cc1 do in these assays?
TPT1 inhibitor: 2; PAFAH2 FP inh: -2; procasp7 counter: -12; PP1 inh: -5; AHR act: 8; Fh CTSL1 inh: -10; core dimer inh: -4; PP5 inh: -4.2; procasp3 activ: -15

How did COc1cc(/C=N/NC(=O)COc2ccc(Cl)cc2)ccc1OS(=O)(=O)c1ccc(C)cc1 do in these assays?
TPT1 inhibitor: 3; PAFAH2 FP inh: -27; procasp7 counter: 13; PP1 inh: 11; AHR act: 6; Fh CTSL1 inh: 7; core dimer inh: 12; PP5 inh: 3.8; procasp3 activ: -3

What do the screens show for `O=C(NCCCn1ccnc1)C(=O)NCC1OCCN1S(=O)(=O)c1ccc(Cl)cc1` (configuration not stated)?
TPT1 inhibitor: 2; PAFAH2 FP inh: 2; procasp7 counter: -1; PP1 inh: 0; AHR act: 2; Fh CTSL1 inh: 0; core dimer inh: -22; PP5 inh: -0.3; procasp3 activ: 12

How did N/N=C(\Cc1cscn1)c1ccc(O)cc1O do in these assays?
TPT1 inhibitor: 2; PAFAH2 FP inh: -5; procasp7 counter: -2; PP1 inh: -3; AHR act: 2; Fh CTSL1 inh: 2; core dimer inh: 2; PP5 inh: 0.2; procasp3 activ: 1

What do the screens show for `CCCCc1ncc(CN2CCC(n3nccc3NC(=O)c3ccccc3Cl)CC2)[nH]1`?
TPT1 inhibitor: 2; PAFAH2 FP inh: 2; procasp7 counter: -2; PP1 inh: -2; AHR act: 1; Fh CTSL1 inh: 0; core dimer inh: -5; PP5 inh: -1.8; procasp3 activ: 7

Results for CCN(C(=O)c1cc2c(=O)[nH]c3ccc(C)cc3c2s1)c1ccc(F)cc1 ?
TPT1 inhibitor: 0; PAFAH2 FP inh: 4; procasp7 counter: -4; PP1 inh: 18*; AHR act: 27; Fh CTSL1 inh: -4; core dimer inh: 11; PP5 inh: 0.3; procasp3 activ: 0

What do the screens show for `COc1ccc(CCN2CC(C(=O)N3CCC(OC)CC3)CCC2=O)cc1` (configuration not stated)?
TPT1 inhibitor: -1; PAFAH2 FP inh: -1; procasp7 counter: 4; PP1 inh: -3; AHR act: -1; Fh CTSL1 inh: 0; core dimer inh: -4; PP5 inh: 2.6; procasp3 activ: 6

How did N#CC1(NC(=O)COC(=O)c2cc([N+](=O)[O-])ccc2N2CCCC2)CCCCC1 do in these assays?
TPT1 inhibitor: 2; PAFAH2 FP inh: 0; procasp7 counter: -6; PP1 inh: -3; AHR act: 7; Fh CTSL1 inh: 18*; core dimer inh: 3; PP5 inh: -0.2; procasp3 activ: 0

Results for CCc1nc2c(c(=O)[nH]1)C1(CCCC1)Cc1ccccc1-2 ?
TPT1 inhibitor: -3; PAFAH2 FP inh: -7; procasp7 counter: -1; PP1 inh: -4; AHR act: -1; Fh CTSL1 inh: -1; core dimer inh: -2; PP5 inh: -0.1; procasp3 activ: 2

Results for CCCn1c(-c2ccc(OC)cc2)nc2nc3ccccc3nc21 ?
TPT1 inhibitor: -1; PAFAH2 FP inh: -4; procasp7 counter: 7; PP1 inh: -2; AHR act: 22; Fh CTSL1 inh: 5; core dimer inh: 7; PP5 inh: 3.6; procasp3 activ: -4

How did Cc1nnc(SCC(=O)N2CCOCC2)n1C do in these assays?
TPT1 inhibitor: 5; PAFAH2 FP inh: 0; procasp7 counter: -3; PP1 inh: 0; AHR act: -1; Fh CTSL1 inh: 0; core dimer inh: -1; PP5 inh: 3.4; procasp3 activ: 2

What do the screens show for `COc1ccc(-c2c(C)c3cc(O)ccc3oc2=O)cc1OC`?
TPT1 inhibitor: 2; PAFAH2 FP inh: 6; procasp7 counter: -3; PP1 inh: -2; AHR act: 3; Fh CTSL1 inh: -4; core dimer inh: 6; PP5 inh: 2.0; procasp3 activ: -10

What do the screens show for `COc1ccccc1CNC(=O)C(NC(=O)Nc1ccccc1)C(C)C` (configuration not stated)?
TPT1 inhibitor: -3; PAFAH2 FP inh: -4; procasp7 counter: 2; PP1 inh: 4; AHR act: 4; Fh CTSL1 inh: 0; core dimer inh: 3; PP5 inh: 0.5; procasp3 activ: 0

Results for CCCCC(=O)Nc1ccc2c(c1)nc(CCN1CCOCC1)n2C ?
TPT1 inhibitor: 3; PAFAH2 FP inh: -24; procasp7 counter: 6; PP1 inh: -1; AHR act: 4; Fh CTSL1 inh: -1; core dimer inh: -4; PP5 inh: 0.4; procasp3 activ: -1

How did COc1ccc(CNC(=O)/C=C/c2ccco2)cc1OC do in these assays?
TPT1 inhibitor: 1; PAFAH2 FP inh: -9; procasp7 counter: -8; PP1 inh: -2; AHR act: 2; Fh CTSL1 inh: -1; core dimer inh: 0; PP5 inh: -1.7; procasp3 activ: 4

How did O=C(Nc1ccc2c(c1)OCO2)N1CCN(c2ccccc2)CC1 do in these assays?
TPT1 inhibitor: 4; PAFAH2 FP inh: -1; procasp7 counter: -27; PP1 inh: -8; AHR act: 13; Fh CTSL1 inh: -3; core dimer inh: -12; PP5 inh: 3.8; procasp3 activ: -14

Results for CSc1ccccc1NC(=O)CSc1n[nH]c(N)n1 ?
TPT1 inhibitor: 5; PAFAH2 FP inh: 3; procasp7 counter: -1; PP1 inh: -6; AHR act: 2; Fh CTSL1 inh: -6; core dimer inh: -2; PP5 inh: -0.1; procasp3 activ: -9

What do the screens show for `CCNS(=O)(=O)c1ccc(CCC(=O)N2CCN(c3ccccc3F)CC2)cc1`?
TPT1 inhibitor: -2; PAFAH2 FP inh: -3; procasp7 counter: -10; PP1 inh: -2; AHR act: -3; Fh CTSL1 inh: -1; core dimer inh: 2; PP5 inh: 0.6; procasp3 activ: 4

Results for CC(=O)c1cccc(NC(=O)c2cc(C)nn2-c2ccccc2)c1 ?
TPT1 inhibitor: 0; PAFAH2 FP inh: 6; procasp7 counter: 6; PP1 inh: -6; AHR act: 5; Fh CTSL1 inh: 1; core dimer inh: 10; PP5 inh: 1.3; procasp3 activ: 5

How did Cc1ccc(C)c2[nH]c(=O)c(CCNC(=O)CCc3ccccc3)cc12 do in these assays?
TPT1 inhibitor: -5; PAFAH2 FP inh: -2; procasp7 counter: 3; PP1 inh: -2; AHR act: -8; Fh CTSL1 inh: 0; core dimer inh: -2; PP5 inh: 0.2; procasp3 activ: 12

Results for CCOc1ccc(C(=O)Nc2ccccc2NC(C)=O)cc1OCC ?
TPT1 inhibitor: 1; PAFAH2 FP inh: -4; procasp7 counter: -6; PP1 inh: -4; AHR act: 11; Fh CTSL1 inh: -2; core dimer inh: -1; PP5 inh: 2.8; procasp3 activ: -3

What do the screens show for `O=C(/C=C/c1ccccc1)C1=C(O)C(=O)N(CCO)C1c1cccc([N+](=O)[O-])c1` (configuration not stated)?
TPT1 inhibitor: -1; procasp7 counter: -11; PP1 inh: 5; AHR act: -1; Fh CTSL1 inh: 8; core dimer inh: 1; PP5 inh: 0.2; procasp3 activ: -24

Results for O=C1C2C(c3cccc(/C=C/c4ccccc4)c3)CC=CC2C(c2ccc(C(F)(F)F)cc2)N1Cc1ccccc1 (configuration not stated) ?
TPT1 inhibitor: -2; PAFAH2 FP inh: 0; procasp7 counter: 3; PP1 inh: 4; AHR act: 1; Fh CTSL1 inh: -2; core dimer inh: 4; PP5 inh: 4.8; procasp3 activ: -4

Results for CCN(CC(=O)Nc1c(F)cccc1F)C(=O)CCc1c[nH]c2ccccc12 ?
TPT1 inhibitor: -2; PAFAH2 FP inh: 0; procasp7 counter: 4; PP1 inh: -3; AHR act: 1; Fh CTSL1 inh: 1; core dimer inh: 2; PP5 inh: -1.2; procasp3 activ: 7

What do the screens show for `O=C(COC(=O)CNS(=O)(=O)c1c(Cl)cccc1Cl)Nc1cccnc1Cl`?
TPT1 inhibitor: 3; PAFAH2 FP inh: 5; procasp7 counter: -2; PP1 inh: -2; AHR act: 2; Fh CTSL1 inh: -53; core dimer inh: -4; PP5 inh: 2.6; procasp3 activ: -7

How did Cc1ccc(C(=O)c2sc3c(c2N)c(=O)[nH]c(=O)n3CCc2ccccc2)cc1 do in these assays?
TPT1 inhibitor: 3; PAFAH2 FP inh: 4; procasp7 counter: 4; PP1 inh: 4; AHR act: 86*; Fh CTSL1 inh: 1; core dimer inh: 22; PP5 inh: -1.4; procasp3 activ: -4

What do the screens show for `CC1=NN(C(=O)c2csc(C)c2C)C(O)(C(F)(F)F)C1` (configuration not stated)?
TPT1 inhibitor: -3; PAFAH2 FP inh: 4; procasp7 counter: -1; PP1 inh: 1; AHR act: 3; Fh CTSL1 inh: -2; core dimer inh: -13; PP5 inh: 1.2; procasp3 activ: -2

What do the screens show for `O=C(CCc1nc2ccccc2c(=O)[nH]1)NCCN1C(=O)S/C(=C\c2ccc(Cl)cc2Cl)C1=O`?
TPT1 inhibitor: 11; PAFAH2 FP inh: 3; procasp7 counter: -2; PP1 inh: -2; AHR act: 9; Fh CTSL1 inh: 8; core dimer inh: 14; PP5 inh: -1.5; procasp3 activ: 14

What do the screens show for `Cn1c(SCC(=O)Nc2ccccc2[N+](=O)[O-])nnc1C(F)(F)F`?
TPT1 inhibitor: 1; PAFAH2 FP inh: 2; procasp7 counter: 1; PP1 inh: -2; AHR act: 0; Fh CTSL1 inh: 2; core dimer inh: 1; PP5 inh: 1.0; procasp3 activ: -10

How did COC(=O)c1cc2c(s1)-c1ccc(OC)cc1CC2 do in these assays?
TPT1 inhibitor: -1; PAFAH2 FP inh: 0; procasp7 counter: 11; PP1 inh: 2; AHR act: 3; Fh CTSL1 inh: 5; core dimer inh: 1; PP5 inh: 0.1; procasp3 activ: 4

Results for CNC(=S)Nc1cc(C)ccc1OC(F)F ?
TPT1 inhibitor: 0; PAFAH2 FP inh: 4; procasp7 counter: 0; PP1 inh: -4; AHR act: 3; Fh CTSL1 inh: -3; core dimer inh: 2; PP5 inh: -1.4; procasp3 activ: 4

Compound activity (PubChem)
